Screening data: PubChem, several laboratories
HTRA1 inh: HTRA1 serine protease inhibitors, primary screen, biochemical, fluorescence polarization, HTS; recombinant HTRA1, FP-rhodamine activity-based probe; inhibition, % at 5.96 µM; 0.5% of 340,000 active; in the data active = inhibition above about 36%;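 note: 0% = enzyme with DMSO and 100% = wells lacking enzyme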
Target sequence (Q92743 whole entry, looked up): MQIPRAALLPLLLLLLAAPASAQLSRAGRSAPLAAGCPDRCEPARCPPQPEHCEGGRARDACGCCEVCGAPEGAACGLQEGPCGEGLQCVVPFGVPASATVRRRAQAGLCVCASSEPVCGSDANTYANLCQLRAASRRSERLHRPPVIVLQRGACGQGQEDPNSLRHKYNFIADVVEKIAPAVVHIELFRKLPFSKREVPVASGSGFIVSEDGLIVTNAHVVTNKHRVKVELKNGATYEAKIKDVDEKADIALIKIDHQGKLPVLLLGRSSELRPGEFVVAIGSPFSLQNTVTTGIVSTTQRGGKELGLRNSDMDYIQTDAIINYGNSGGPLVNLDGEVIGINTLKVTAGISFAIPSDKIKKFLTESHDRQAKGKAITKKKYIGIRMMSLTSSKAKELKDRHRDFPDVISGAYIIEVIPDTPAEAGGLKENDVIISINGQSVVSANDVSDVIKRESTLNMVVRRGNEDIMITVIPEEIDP
TCR CD3 inh: inhibitors of human TCR-CD3 interaction, primary screen, biochemical, fluorescence, TAMRA-labeled TCR probe; AID 651800, 2012; 0.37% of 360,000 active; T-cell receptor (TCR); inhibition, % at 9.4 µM; in the data active = inhibition above about 19%;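 note: recombinant mutant TCR 2C K166C tagged with TAMRA read by polarization; 0% = receptor in buffer alone and 100% = receptor with positive control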
PG9 binder: binders of HIV-1 gp120 antibody PG9, primary screen, biochemical, TR-FRET; HIV-1 gp120 / PG9 antibody interaction; TR-FRET gp120-PG9 antibody binding; inhibition, % at 6.7 µM; 0.43% of 360,000 active; in the data active = inhibition above about 8.5%
rCAG binder: binders of r(CAG) RNA repeats, primary screen, biochemical, fluorescence | AID 651821, 2012 | inhibition, % at 3 µM | 1.3% of 370,000 active | r(CAG) RNA repeat, TO-PRO-1 dye displacement fluorescence;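 active = inhibition above the plate cutoff, the mean of all test compounds on that plate plus 3 SD, cut at about 35% in these data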;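 note: 0% = DMSO alone and 100% = 100 µM mitoxantrone as full dye displacement; higher means more dye released from RNA so lower well fluorescence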
LEDGF integ inh: blockers of LEDGF/p75-dependent integrase strand transfer – biochemical, TR-FRET, high throughput, primary screen. TR-FRET IN-LEDGF/p75 DNA integration, Eu/Cy5. inhibition, % at 3.7 µM. 0.64% of 370,000 active. AID 743269, 2014;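 active = inhibition above the screen-wide mean plus 3 SD, cut at about 13% in these data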;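 note: signal is the Cy5 over europium emission ratio at 671 and 618 nm; 0% = plate median of compound wells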
MBD2 inh: inhibitors of MBD2 binding to methylated DNA, primary screen, biochemical, TR-FRET, DNA-binding domain, human | Methyl-CpG-binding domain protein 2 (Homo sapiens), Q9UBB5 | MBD2 binding to methylated oligonucleotide | inhibition, % at 4.4 µM | 0.31% of 370,000 active | AID 686964, 2013; in the data active = inhibition above about 13%
Target sequence (Q9UBB5 whole entry, looked up, the tested form may be a part): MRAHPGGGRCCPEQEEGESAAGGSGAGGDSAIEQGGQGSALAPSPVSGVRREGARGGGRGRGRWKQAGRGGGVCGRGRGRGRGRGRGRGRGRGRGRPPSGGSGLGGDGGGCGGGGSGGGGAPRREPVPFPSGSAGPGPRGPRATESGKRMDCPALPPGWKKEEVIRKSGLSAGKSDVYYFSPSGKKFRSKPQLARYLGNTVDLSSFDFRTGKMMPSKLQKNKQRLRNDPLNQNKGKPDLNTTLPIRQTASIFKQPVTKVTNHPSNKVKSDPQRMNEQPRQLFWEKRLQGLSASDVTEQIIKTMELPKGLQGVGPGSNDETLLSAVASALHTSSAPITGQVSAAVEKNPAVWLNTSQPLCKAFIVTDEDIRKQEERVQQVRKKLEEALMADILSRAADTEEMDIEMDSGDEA
PRMT1 inh: PRMT1 methyltransferase inhibitors, primary screen, biochemical, fluorescence polarization; 1.3% of 370,000 active; Protein arginine N-methyltransferase 1 (Homo sapiens), Q99873; inhibition, % at 2.79 µM; recombinant PRMT1, activity-based probe fluorescence polarization;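 active = inhibition above about 21% made by adding two undisclosed values, limit read from the data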
NR1D1 modulator: modulators of Rev-erb alpha DNA binding, primary screen, biochemical, FITC-DNA, fluorescence polarization, uHTS; Nuclear receptor subfamily 1 group D member 1 (Homo sapiens), P20393; 0.79% of 370,000 active; Rev-erbα–FITC-DNA binding, 90 min; AID 1259318, 2017; activity, % at 10 µM;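 active = activity above about 14%, limit read from the data; passing the limit was not always enough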;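 note: 0% = DMSO wells with 35 nM protein and 100% = DMSO wells with 750 nM protein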
UHRF1 binding: UHRF1 methylated DNA binding inhibitors, primary screen, counter-screen for MBD2 inhibitor project, biochemical, TR-FRET, human UHRF1, single concentration; 0.75% of 370,000 active; inhibition, % at 4.4 µM; UHRF1 binding to methylated oligo; in the data active = inhibition above about 21%;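 note: UHRF1 SRA domain binding a hemimethylated CpG hairpin DNA probe; 0% = median of test compound wells and 100% = reference inhibitor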
ABHD4 inh: ABHD4 inhibitors, primary screen, biochemical, fluorescence polarization, mouse; inhibition, % at 8.92 µM; purified mABHD4, FP-Rh probe fluorescence polarization; (Lyso)-N-acylphosphatidylethanolamine lipase (Mus musculus), Q8VD66; 0.54% of 370,000 active;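 active = inhibition exceeding the mean over every tested compound plus 3 SD, cut at about 30% in these data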;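 note: 0% = plate median of compound wells and 100% = S159A mutant with DMSO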
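System: mouse ABHD4 enzyme, wild type / Medium: HEPES pH 7.0, NaCl, Pluronic buffer / Reagent: FP-Rh activity-based fluorescent probe / Control set: S159A mutant high control, sample median low control / Detection: fluorescence polarization with parallel and perpendicular emission, 525/598 nm / Schedule: 45 min + 60 min at 25 °C / Compound dosing: 8.92 µM, single dose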
An asterisk follows results filed as active; · = no result given. The list is partial; the hit share may differ from the screen's.

Labels used below: A = HTRA1 inh; B = TCR CD3 inh; C = PG9 binder; D = rCAG binder; E = LEDGF integ inh; F = MBD2 inh; G = PRMT1 inh; H = NR1D1 modulator; I = UHRF1 binding; J = ABHD4 inh
Cc1cccc2c(=O)c(C(=O)NCc3ccc(F)cc3)c[nH]c12
  A: -16	B: -4	C: -1.5	D: 1	E: -5	F: 4	G: 2	H: -1	I: -1	J: -7
COc1ccc(S(=O)(=O)N2CCCC2CNC(=O)C(=O)Nc2cccc(F)c2)cc1 (configuration not stated)
  A: -14	B: 4	C: -0.2	D: 1	E: 4	F: -3	G: -2	H: -6	I: 0	J: -3
O=c1oc2ccccc2c(Nc2ccccc2)c1[N+](=O)[O-]
  A: -5	B: 5	C: 3.9	D: 3	E: 6	F: 0	G: -1	H: -2	I: 2	J: 6
CC(C)c1ccc(NC(=O)C(c2ccccc2)N2CCC3(CC2)OCCO3)cc1 (configuration not stated)
  A: -16	B: -6	C: 0.3	D: -6	E: -1	F: -2	G: 2	H: 3	I: 1	J: -5
Cc1ccc(NC(=O)CCn2cnc3ccccc3c2=O)cc1Cl
  A: 5	B: 4	C: 13*	D: 2	E: -1	F: 6	G: -3	H: 9	I: 1	J: -2
O=C(C1CC1)N1CCC(Oc2cccc(C(=O)N3CCCCC3CCO)c2)CC1 (configuration not stated)
  A: 1	B: -3	C: -1.0	D: -2	E: -6	F: -1	G: 5	H: 5	I: 3	J: -1
C/C(=N\Nc1nc(-c2ccc(C)cc2C)cs1)c1cc2ccccc2oc1=O
  A: -7	B: 3	C: -1.2	D: 23	E: 0	F: 2	G: 5	H: 11	I: 3	J: 13
NC1=NN=C(N2N=C(c3ccccc3)CC2(O)C(F)(F)F)n2ncnc2C1 (configuration not stated)
  A: 7	B: -4	C: -2.6	D: -4	E: 0	F: 9	G: 4	H: 4	I: 4	J: -5
Cc1c(C(=O)N2CCN(CCc3ccccn3)CC2)oc2ccc(Cl)cc12
  A: -6	B: 5	C: -0.3	D: -8	E: 2	F: 2	G: 1	H: 1	I: -1	J: -4
CC(NC(=O)Nc1ccccc1)C(c1ccccc1)N1CCOCC1 (configuration not stated)
  A: 3	B: 8	C: -3.8	D: -1	E: 2	F: 2	G: -1	H: 1	I: -1	J: 8
CSCCC(NC(=O)c1ccc([N+](=O)[O-])cc1Cl)C(=O)OCC(=O)N(C)C (configuration not stated)
  A: -4	B: -5	C: -2.4	D: -2	E: 1	F: 1	G: -2	H: -3	I: 1	J: 2
CCOc1ccccc1OCCOc1cccc(C(F)(F)F)c1
  A: -13	B: -11	C: 0.2	D: -10	E: -1	F: 2	G: -3	H: 3	I: -3	J: -2
CC1CCCCC1NC(=O)CCN1C(=O)C2C3C=CC(C3)C2C1=O (configuration not stated)
  A: -2	B: 11	C: -0.9	D: -1	E: -2	F: 1	G: 1	H: -6	I: 0	J: 3
COc1ccc(C(CNC(=O)c2cccc(S(=O)(=O)Nc3ccccc3Cl)c2)N2CCOCC2)cc1 (configuration not stated)
  A: -108	B: -2	C: 1.0	D: 47*	E: 2	F: -1	G: -3	H: 1	I: 0	J: -56
Cc1[nH]c2ccccc2c1C(=O)COC(=O)Cn1c(C(F)(F)F)nc2ccccc21
  A: -11	B: 1	C: -0.8	D: 5	E: -1	F: 1	G: 0	H: -2	I: -2	J: -21
Clc1ccc(C2Nc3cccc4cccc(c34)N2)c(Cl)c1
  A: 54*	B: -3	C: -4.5	D: 10	E: 1	F: -1	G: 16	H: -11	I: 1	J: 30*
CCN(CC)C(=O)N1CCN(C(=O)N(CC)CC)CC1
  A: 2	B: 0	C: -0.5	D: -5	E: -1	F: 1	G: 1	H: 3	I: 3	J: 6
COC(=O)C1=C(C)N(C)C(=NCc2cc(OC)c(OC)c(OC)c2)NC1c1ccc(Cl)cc1 (configuration not stated)
  A: ·	B: 4	C: -1.9	D: 9	E: 3	F: 5	G: -4	H: -1	I: 2	J: -11
CCC(C)(C)C1CCC2(CC1)NC(CO)(CO)CO2 (configuration not stated)
  A: 5	B: 3	C: -0.7	D: -1	E: 3	F: -1	G: -4	H: 2	I: 0	J: -5
CCOC(=O)C1(Cc2ccccc2C)CCCN(C(=O)c2ccc(CSC)o2)C1 (configuration not stated)
  A: -13	B: -13	C: -0.9	D: -11	E: -6	F: -2	G: 4	H: 5	I: 1	J: 2
COc1ccc(/C=C/C(=O)OCC(=O)NCCC2=CCCCC2)cc1
  A: -16	B: 7	C: 1.2	D: -9	E: 0	F: 5	G: -5	H: 1	I: -4	J: 4
COC(C(=O)NNC(=O)Cc1ccc(Cl)cc1)c1ccccc1 (configuration not stated)
  A: -4	B: -2	C: -1.8	D: 1	E: -3	F: 1	G: 1	H: 1	I: -2	J: 1
Nc1c(Cl)cc(-c2cn(CCC(=O)O)c(-c3ccc(Cl)nc3)n2)cc1Cl
  A: 0	B: -5	C: -2.2	D: 10	E: -2	F: 2	G: 5	H: 0	I: 1	J: 9
COc1ccc(CCN2CC(C(=O)O)CC2=O)cc1 (configuration not stated)
  A: 7	B: 0	C: -0.3	D: 0	E: 3	F: 4	G: 5	H: 0	I: 1	J: 5
Cc1ccccc1S(=O)(=O)N(CC(O)CN1C(=O)NC(C)(C)C1=O)c1ccccc1 (configuration not stated)
  A: 3	B: 5	C: -1.5	D: -2	E: 1	F: 2	G: -3	H: -2	I: 1	J: 0
O=C(CCCCCNC(=O)N1CCn2c1nc1ccccc12)NCc1ccccc1Cl
  A: -4	B: 7	C: -0.8	D: -6	E: 2	F: 0	G: 0	H: 4	I: 0	J: -10
O=C(Nc1ccccc1)N1CCCC1c1cccs1 (configuration not stated)
  A: 5	B: 2	C: -0.7	D: -6	E: 1	F: 1	G: -2	H: 0	I: -4	J: -7
COCCNC(=O)C1(C)CCCN(Cc2ccc(-c3ccccc3)o2)C1 (configuration not stated)
  A: ·	B: 6	C: -2.0	D: -1	E: 0	F: -2	G: -3	H: 3	I: 0	J: -3
Cc1ccc(CC(=O)Nc2ccc(F)c([N+](=O)[O-])c2)cc1
  A: 4	B: 1	C: 1.3	D: 1	E: -6	F: 0	G: 2	H: 1	I: 3	J: -6
CCOC1(OCC)N=C(N)C2(C#N)C(c3cccc(OC)c3OC)C12C#N (configuration not stated)
  A: 3	B: 0	C: 2.1	D: 1	E: 3	F: 4	G: 1	H: -1	I: 4	J: 3
CCC(=O)c1ccc(OCC(O)CN2C(=O)NC(C)(C)C2=O)cc1 (configuration not stated)
  A: -7	B: 2	C: 1.4	D: 1	E: -1	F: 2	G: 4	H: -2	I: 1	J: -2
Cc1ccc(NC2CCCN(C(=O)CCC3(C)CC3)C2)cc1C (configuration not stated)
  A: 1	B: 2	C: -1.7	D: -8	E: 1	F: -1	G: 1	H: 1	I: -2	J: 8
Cc1cc(=O)oc2cc(OCCSCCN3CCOCC3)ccc12
  A: 2	B: -5	C: 1.1	D: -11	E: 2	F: 3	G: -4	H: 5	I: -5	J: 3
COc1cc(NS(=O)(=O)c2ccc(OC)c(C)c2C)c(OC)cc1Cl
  A: -23	B: 0	C: 1.8	D: 5	E: -4	F: 6	G: 5	H: 9	I: 2	J: -17
Cc1cc2c(nc1C)CCCN2Cc1ccccc1C(F)(F)F
  A: ·	B: 6	C: -0.1	D: 3	E: 5	F: -2	G: -2	H: -2	I: -2	J: -14
COc1ccccc1NC(=O)Nc1ccc(Cc2ccncc2)cc1
  A: -56	B: 8	C: -2.3	D: 0	E: 5	F: -4	G: -4	H: 1	I: -1	J: -6
Cc1cccnc1N(C(=O)Nc1ccccc1)C1=NCC(C)(C)S1
  A: -4	B: -4	C: 0.9	D: 2	E: 3	F: 4	G: 1	H: -4	I: 4	J: -11
C[C@@]12C(=O)N(CCO)CC(=O)N1[C@H](/C=C/c1ccccc1)[C@@H]1C(=O)N(c3ccccc3)C(=O)[C@@H]12
  A: -7	B: 6	C: 1.5	D: 0	E: -1	F: -4	G: 1	H: 6	I: 1	J: -1
Cc1ccc(S(=O)(=O)Nc2cccc3c2O[C@H](CN(C)C(=O)Nc2cccc4ccccc24)[C@H](C)CN([C@H](C)CO)C3=O)cc1
  A: -11	B: 2	C: -1.2	D: 21	E: -1	F: -1	G: 1	H: 0	I: -6	J: -4
COc1ccc(NC(=O)CN2CCOCC2)cc1
  A: -2	B: 3	C: 1.0	D: 0	E: -1	F: 4	G: 3	H: -4	I: 4	J: 21

Part of the list above in a different format.
Order of results – HTRA1 inh | TCR CD3 inh | PG9 binder | rCAG binder | LEDGF integ inh | MBD2 inh | PRMT1 inh | NR1D1 modulator | UHRF1 binding | ABHD4 inh
- Cc1cccc2c(=O)c(C(=O)NCc3ccc(F)cc3)c[nH]c12
    -16 | -4 | -1.5 | 1 | -5 | 4 | 2 | -1 | -1 | -7
- COc1ccc(S(=O)(=O)N2CCCC2CNC(=O)C(=O)Nc2cccc(F)c2)cc1 (configuration not stated)
    -14 | 4 | -0.2 | 1 | 4 | -3 | -2 | -6 | 0 | -3
- O=c1oc2ccccc2c(Nc2ccccc2)c1[N+](=O)[O-]
    -5 | 5 | 3.9 | 3 | 6 | 0 | -1 | -2 | 2 | 6
- CC(C)c1ccc(NC(=O)C(c2ccccc2)N2CCC3(CC2)OCCO3)cc1 (configuration not stated)
    -16 | -6 | 0.3 | -6 | -1 | -2 | 2 | 3 | 1 | -5
- Cc1ccc(NC(=O)CCn2cnc3ccccc3c2=O)cc1Cl
    5 | 4 | 13* | 2 | -1 | 6 | -3 | 9 | 1 | -2
- O=C(C1CC1)N1CCC(Oc2cccc(C(=O)N3CCCCC3CCO)c2)CC1 (configuration not stated)
    1 | -3 | -1.0 | -2 | -6 | -1 | 5 | 5 | 3 | -1
